# Rv3671c inh: Rv3671c serine protease inhibitors, primary screen, biochemical, fluorescence polarization, M. tuberculosis H37Rv; inhibition, % at 5.96 µM; 320,000 compounds, 0.048% hits; AID 2606, 2010; P9WHR9; in the data active = inhibition above about 38%;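 note: extracellular domain of Rv3671c used as enzyme; 0% = enzyme with DMSO and 100% = no enzyme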
# Vc quorum ag: inducers of Vibrio cholerae quorum light production without autoinducers, primary screen, BH1578 luxS cqsA deficient, single point; 350,000 compounds, 0.16% hits; V. cholerae BH1578 lux reporter, luminescence, 6 h; activation, % at 18.7 µM; in the data active = activation mostly above about 9.7%, no sharp cut-off; note: not every result past the cut was called active; inactives centre near 0; reference of the scale not given here
# MazEF act: activators of E. coli MazEF toxin-antitoxin RNase, primary screen, biochemical, fluorescence, uHTS; Endoribonuclease toxin MazF (Escherichia coli (strain K12)), P0AE70; FAM/BHQ RNA-DNA oligo cleavage fluorescence, 5 h; activation, % at 20 µM; 350,000 compounds, 0.32% hits; AID 504720, 2011; in the data active = activation above about 50%
# PriA SSB inh: inhibitors of Klebsiella pneumoniae PriA binding to SSB C-terminal tail, primary screen, biochemical, AlphaScreen; inhibition, % at 33 µM; 430,000 compounds, 0.6% hits; PriA–SSB C-terminal tail interaction (Klebsiella pneumoniae); AlphaScreen SSBct-PriA binding, biotinylated peptide; in the data active = inhibition mostly above about 37%, no sharp cut-off; inactive = mostly below about 20%;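 note: plate controls were negative control peptide for no effect and reference peptide for full effect; strong numbers were not always called active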
# Y pestis TopoI: Yersinia pestis topoisomerase I inhibitors, primary screen, biochemical, cleavage product accumulation, plate reader, single point; Y. pestis Topo-I cleavage product accumulation; 360,000 compounds, 0.064% hits; activity, % at 10 µM; in the data active = activity above about 50%, passing the limit was not always enough; note: inactives centre near 2
# 3CLpro inhibitor: SARS-CoV 3CLpro protease inhibitors, primary screen, biochemical, quenched FRET; 290,000 compounds, 0.14% hits; recombinant SARS-CoV 3CLpro, quenched FRET peptide cleavage; Replicase polyprotein 1ab (Severe acute respiratory syndrome coronavirus), P0C6X7; inhibition, % at 6 µM; AID 1706, 2009; in the data active = inhibition above about 12%
# VHR inh abs: VHR1 phosphatase inhibitors, primary screen, biochemical, absorbance, uHTS; Dual specificity protein phosphatase 3 (Homo sapiens), P51452; recombinant VHR phosphatase, pNPP absorbance; inhibition, % at 13.3 µM; 290,000 compounds, 0.52% hits; AID 1654, 2009; in the data active = inhibition above about 50%; note: some compounds called inactive have numbers as strong as hits
# TcdB GH inh: TcdB glycohydrolase inhibitors, primary screen, biochemical, single point, plate reader; Toxin B (Clostridioides difficile), P18177; TcdB glycohydrolase enzymatic assay; inhibition, % at 9.99 µM; 350,000 compounds, 0.24% hits; in the data active = inhibition above about 10%
# Anthrax LF prot: Bacillus anthracis LF protease inhibitors, primary screen, biochemical, multiplex microsphere, MLPCN library. Lethal factor (Bacillus anthracis), P15917. multiplex microsphere protease cleavage assay. inhibition, % at 10 µM. 360,000 compounds, 0.12% hits. AID 588501, 2011; in the data active = inhibition above about 30%; note: plate controls were buffer without enzyme for full effect and enzyme alone for no effect
# PfHsp40 rescue: rescue of yeast from PfHsp40 toxicity, primary screen, S. cerevisiae, ATP luminescence; S. cerevisiae expressing PfHsp40, growth rescue; growth rescue, % at 12.5 µM; 340,000 compounds, 0.68% hits; AID 504582, 2011; in the data active = growth rescue above about 28%, passing the limit was not always enough;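 note: yeast W303a lacking pdr1 and pdr3 grown in galactose medium; growth measured after three days at 30 °C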
# * marks the source's active call; other numbers are inactive results; i = inactive; nt = not tested or not shown; & = joins results of further samples. Not all compounds are listed. The share of hits here may be higher or lower than overall.
SMILES,Rv3671c inh,Vc quorum ag,MazEF act,PriA SSB inh,Y pestis TopoI,3CLpro inhibitor,VHR inh abs,TcdB GH inh,Anthrax LF prot,PfHsp40 rescue
OC(CSc1c(Cl)cccc1Cl)CN1CCN(c2ccccc2F)CC1 (stereo not drawn),-6.7,-0.2,-3.5,-10.7,39.0,11.4,10.8,nt,-2.4,1.1
O=C(OCn1ncc(Cl)c(Cl)c1=O)c1cccc(C(F)(F)F)c1,-26.2,-5.3,-1.8,-1.2,-5.3,-1.1,4.1,nt,-1.7,0.7
O=C(O)C1(Nc2ccc(Cl)cc2)CCCC1,nt,-1.7,12.1,1.5,0.8,nt,nt,-11.1,0.8,-0.3
CC(C)Cc1ccc(S(=O)(=O)N2CCOCC2)cc1,-8.3,-0.7,-0.2,-11.2,12.0,3.7,2.0,nt,-1.4,0.8
CC(C)(C)S(=O)(=O)/C(C#N)=N/Nc1ccc(S(N)(=O)=O)cc1,-5.0,1.7,5.7,nt,-4.6,5.4,16.0,0.8,-1.4,-0.4
Cc1ccc(OCc2nnc(SCC(=O)N3C(C)CCCC3C)o2)cc1 (stereo not drawn),-5.4,i,-9.1,1.2,7.8,2.4,3.0,3.9,-5.4,1.0
CC(C)[C@@H](C(=O)NC1CC1)N1C(=O)N2CCc3c([nH]c4ccccc34)[C@@]2(C)C1=O,4.7,3.1,-6.2,0.3,-0.7,-1.9,0.3,0.5,1.8,0.5
COc1ccc(CN2C(=O)c3cccc4cccc(c34)C2=O)cc1,7.4,i,-7.3,-5.5,0.2,-2.1,24.5,1.0,-0.8,-1.0
COc1ccc(-n2cnc3cc(C(=O)NCC4CCCO4)ccc32)cc1 (stereo not drawn),-0.5,-2.7,-0.8,9.2,-0.1,1.4,-3.0,-0.5,0.5,-1.1
OCCC1CN(Cc2cccc3nonc23)CCN1C1CCCCC1 (stereo not drawn),-3.2,0.6,-1.4,-28.7,9.0,5.1,9.1,0.3,-0.6,-0.8
Cc1cc(NC(=O)COC(=O)COc2ccc(Cl)cc2C)c([N+](=O)[O-])cc1C,-13.2,-0.1,-5.2,10.3,-9.9,-1.1,1.0,nt,-0.4,0.1
O=C(c1noc2c1CCCC2)N1CCN(c2ccccc2)CC1,-5.4,4.7,-0.6,1.9,17.6,3.8,14.5,0.0,-1.6,0.1
CCOc1cc(C(=O)OC(C)C(=O)Nc2ccccc2OC)ccc1OCC(=O)N1CCOCC1 (stereo not drawn),nt,0.3,1.0,-26.7,-11.5,nt,nt,0.7,1.6,0.6
COc1ccc(NC(=O)CN(C2CCCCC2)S(C)(=O)=O)cc1Cl,3.0,-11.4,3.7,0.0,9.2,2.6,19.4,nt,-2.1,-0.8
Cc1cc(=O)[nH]c(SCC(=O)Nc2nnc(SCc3ccccc3)s2)n1,-5.3,-0.4,-1.7,-11.6,5.0,-1.5,-3.1,0.3,-2.6,-1.1

# Part of the list above, limited to Y pestis TopoI, PfHsp40 rescue and Anthrax LF prot.
Molecule	Y pestis TopoI	PfHsp40 rescue	Anthrax LF prot
Cc1cc(NC(=O)COC(=O)COc2ccc(Cl)cc2C)c([N+](=O)[O-])cc1C	-9.9	0.1	-0.4
O=C(c1noc2c1CCCC2)N1CCN(c2ccccc2)CC1	17.6	0.1	-1.6
CCOc1cc(C(=O)OC(C)C(=O)Nc2ccccc2OC)ccc1OCC(=O)N1CCOCC1 (stereo not drawn)	-11.5	0.6	1.6

# (cont.)
SMILES,Rv3671c inh,Vc quorum ag,MazEF act,PriA SSB inh,Y pestis TopoI,3CLpro inhibitor,VHR inh abs,TcdB GH inh,Anthrax LF prot,PfHsp40 rescue
O=C(NCCc1ccccc1)C1CCC(=O)N(Cc2cccc(C(F)(F)F)c2)C1 (stereo not drawn),nt,i,-3.1,-0.9,9.3,-1.4,7.4,0.9,0.2,1.3
O=C(OCN1C(=O)c2ccccc2C1=O)c1cccc(OC(F)F)c1,0.4,-0.6,0.2,9.8,9.0,-0.8,12.5,-0.5,2.3,1.0
O=C(Nc1cccc(-c2nc3cccnc3s2)c1)c1ccc(Cl)nc1,-56.4,-0.4,-96.9,-4.3,2.0,-6.1,13.8,0.0,-1.9,-0.1
O=C(NC1CCCC1)C(c1ccncc1)N(Cc1cccs1)C(=O)c1csnn1 (stereo not drawn),0.8,11.2,11.1,-1.9,7.2,3.7,-5.4,nt,4.2,-0.7
C=C(C)Cn1c(CCNC(=O)c2ccco2)nc2ccccc21,-9.8,-0.2,-34.4,1.9&0.0,7.3,-1.7,20.3,1.3,-7.9,-0.3
Cc1ccsc1/C=C1/CN(C)Cc2c1nc1ccccc1c2C(=O)O,1.1,-0.3,0.2,-3.5,8.3,2.6,-0.7,1.6,-10.6,1.4
Cc1ccc(-n2nc(C)c3c(C)c(CCC(=O)Nc4ccc(CN5CCCC5)cc4)c(C)nc32)cc1,-16.5,-0.8,-29.9,2.5,-1.0,2.9,2.5,2.3,1.2,-0.2
N#CCCCSc1ncccc1-c1nc2ccccc2[nH]1,5.6,-0.2,1.6,11.0,10.8,2.8,nt,nt,-5.3,19.1
COc1cc(C2NC(C(=O)O)Cc3c2[nH]c2ccccc32)cc(OC)c1OC (stereo not drawn),-1.4,-0.6,0.3,-0.7,-1.3,-0.5,4.5,nt,0.3,1.9
COc1ccc(OCCCC(=O)NCCc2ccccc2)cc1,9.1,-0.1,2.1,-7.7,3.2,-2.2,-8.3,nt,-2.7,1.7
Cc1ccc(-n2cc(CNCCn3nc(C)cc3C)c(-c3ccc(F)cc3)n2)cc1,-18.9,-0.1,-3.7,6.5,4.8,1.2,-5.7,0.5,-8.1,-0.4
CN(c1ccccc1)S(=O)(=O)c1ccc(C(=O)Nc2nnc(C3CC3)s2)cc1,0.8,i,0.6,-7.0,-0.6,-4.1,5.9,0.8,-2.4,-0.2
CCC(=O)N1CCN(c2ccc(NC(=O)c3c(F)c(F)c(OC)c(F)c3F)cc2)CC1,-0.9,i,0.2,-10.4,-7.3,7.9,-16.6,nt,-0.1,-1.2
Cc1cc(NC(=O)CSCC(=O)N(C)Cc2ccc(Cl)c(Cl)c2)no1,-5.2,-12.5,-5.3,1.3,15.6,-2.6,5.0,-1.4,1.2,1.0
COC(=O)C1=C(C)NC(C)=C(C(=O)OC)C1c1ccc(C)o1,-1.0,i,9.8,0.1,-2.4,0.3,17.2,-5.2,-3.0,-0.1
O=C(Nc1ccccc1)Nc1ccc2nnsc2c1,-13.6,i,-0.9,-18.4,-6.6,-1.9,4.3,3.4,-4.5,0.9
COc1ccc(C(=O)NCc2nnc(SCC(=O)N3CCCC3)o2)cc1OC,-5.0,i,0.2,-3.0&-4.5,2.9,-0.4,-5.4,-0.1,nt,-0.5
Cc1ccc(S(=O)(=O)N2CCN(CC(=O)N/N=C/c3ccc(Br)s3)CC2)cc1,-0.2,0.3,2.8,nt,15.0,4.3,12.1,nt,-1.6,1.7
Cc1nn(-c2ccccc2)c(C)c1C(=O)OC(C)C(=O)NC1CCCCC1C (stereo not drawn),-6.4,i,-1.3,-13.3,7.7,nt,nt,-0.2,-2.0,-0.2
CCCNC(=O)C1CCC(CNS(=O)(=O)c2cccc3nsnc23)CC1 (stereo not drawn),-1.6,i,6.7,0.0,1.8,-5.4,-14.6,2.2,-1.9,-1.3
COc1ccc([C@@H]2[C@@H]3C(=O)N(C(C)(C)C)C(=O)[C@@H]3[C@]3(Cc4ccc(Cl)cc4)C(=O)N(c4cccc(C)c4)C(=O)N23)cc1,-13.4,i,-1.4,-27.7,17.2,5.5,32.1,0.4&1.4,2.0,2.4
COc1ccc(C(CNC(=O)c2ccc(S(=O)(=O)Nc3ccccc3C)cc2)N2CCOCC2)cc1 (stereo not drawn),1.3,0.7,0.5,10.1,-3.7,nt,nt,1.5,1.6,2.2
COc1ccc(/C=C/c2cc(C(=O)O)c3ccccc3n2)cc1,-11.1,i,4.4,-4.9,5.8,-5.4,4.4,2.5,-5.1,-3.9
O=C(Nc1ccc(F)cc1)N1CCN(C(=O)C2CCCO2)CC1 (stereo not drawn),1.9,-4.3,4.9,1.1,-6.1,-3.1,-5.5,0.4,-3.1,-0.3
O=C(Nc1ccc2c(c1)OCCO2)NC1(C(F)(F)F)Oc2ccccc2O1,-0.4,-0.2,13.5,24.4,-10.7,-3.1,4.0,-1.3,-8.9,0.4
O=C(O)c1ccc2nc(-c3ccccc3)sc2c1,1.7,-0.3,7.9,-14.6,5.6,3.0,-12.9,nt,-1.5,4.7
O=C(c1c[nH]c(C(=O)N2CCN(Cc3ccccc3)CC2)c1)C1CCCCC1,-6.3,i,5.5,-15.4,21.5,-0.3,9.4,0.9,-4.2,1.2
O=C(NCCCN1CCOCC1)c1cnn2c(-c3ccccc3)cc(-c3ccccc3)nc12,-4.8,i,12.4,-3.1,24.6,-0.3,21.3,nt,1.6,-2.4
Cc1ccc(CNCCNCCO)s1,-1.9,-2.1,0.1,-6.6,-9.2,1.0,9.6,0.0,-6.2,0.7
O=C(NC1CCCc2ccccc21)N[C@@H](Cc1ccccc1)C(=O)O (stereo partly drawn),5.2,i,-1.3,2.6,-5.0,-0.5,10.4,3.2,13.7,-0.8
CCCN1CCC(=O)N(CCN=[N+]=[N-])CC1,-0.1,i,5.9,-9.2,4.7,-1.6,24.4,0.6,-8.5,-0.4
COc1cc(CN2C[C@@H](CO)O[C@@H](n3cnc4c(NCc5ccco5)ncnc43)C2)cc(OC)c1OC,nt,-0.7,nt,nt,3.9,nt,nt,0.6,-2.6,nt
CN1CC(c2ccccc2)C2(COc3ccccc3C2=O)C12C(=O)Nc1ccccc12 (stereo not drawn),-4.6,-0.2,8.1,5.1,34.3,4.8,15.7,nt,-1.3,-0.4
O=C(Cc1ccc(Cl)cc1)Nc1ccc(-c2cc3ccccc3oc2=O)c(Cl)c1,-135.0,-0.3,2.8,-7.7,-13.8,-0.1,17.7,nt,-0.8,9.3
O=[N+]([O-])c1ccc(NN=C(C2CC2)C2CC2)c([N+](=O)[O-])c1,nt,2.2,6.1,nt,-4.2,nt,nt,-3.7,-9.7,nt
CN1C2=CC=CC=CC2=[N+](C)C12C([N+](=O)[O-])=CC(=[N+]([O-])[O-])C=C2[N+](=O)[O-] (stereo not drawn),-4.6,-0.3,1.8,-6.3,-1.5,-0.4,13.8,-0.1,0.9,0.7
Cc1ccc(S(=O)(=O)N2C[C@@H]3CCCC[C@@H]3[C@@H](C)[C@H]2c2cn(Cc3ccccc3)c3ncccc23)cc1,nt,i,-7.1,-8.9,0.9,nt,nt,-0.6,-2.6,5.0
Fc1ccc(Cn2c(-c3cscn3)nc3ccccc32)c(Cl)c1,6.2,i,-2.7,-19.1,2.4,-1.1,35.2,nt,-3.4,-0.2

# Another view of some results above.
# Values in the order – Rv3671c inh | Vc quorum ag | MazEF act | PriA SSB inh | Y pestis TopoI | 3CLpro inhibitor | VHR inh abs | TcdB GH inh | Anthrax LF prot | PfHsp40 rescue
- CN1CC(c2ccccc2)C2(COc3ccccc3C2=O)C12C(=O)Nc1ccccc12 (stereo not drawn)
  -4.6 | -0.2 | 8.1 | 5.1 | 34.3 | 4.8 | 15.7 | nt | -1.3 | -0.4
- O=C(Cc1ccc(Cl)cc1)Nc1ccc(-c2cc3ccccc3oc2=O)c(Cl)c1
  -135.0 | -0.3 | 2.8 | -7.7 | -13.8 | -0.1 | 17.7 | nt | -0.8 | 9.3
- O=[N+]([O-])c1ccc(NN=C(C2CC2)C2CC2)c([N+](=O)[O-])c1
  nt | 2.2 | 6.1 | nt | -4.2 | nt | nt | -3.7 | -9.7 | nt
